Pin1 inh: human Pin1 inhibition. Potency, µM (titrated, usually from 115 µM), for the others: at the highest dose activity, negative = inhibition, actives largely listed as inhibitors. AID 504891. Q13526. 390,000 tested, 0.009% active. Pin1 FP peptide displacement, HiFluor488, 10 min; active = well fitted inhibition curve with a large enough effect in the polarisation, with a control signal flat, not every such curve was filed as active; inconclusive = small, poorly fitted or top-dose-only effect, or effect the other way, or a change in a side signal; inactive = no such curve, though single readings can be large or run the other way; the % refers to the polarisation; note: % is set by controls: 0 for no effect and ±100 for the full control effect
HP1b chromo inh: blocks HP1-beta chromodomain binding to methylated histone tails | AlphaScreen HP1-beta / biotin-H3K9me3 peptide binding | Potency, µM (titrated, usually from 114 µM), inactives show at the highest dose activity change, negative = inhibition, actives largely listed as inhibitors | 390,000 tested, 0.56% active; note: nearly all actives have a fitted effect of over 70% in size; inactives centre near 23
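HP1-beta protein (50 nM final) preincubated 30 min at room temperature with biotinylated H3(1-18)K9me3 peptide (50 nM) in PBS pH 7.4, 0.01% Tween-20, then compound added for 30 min. AlphaScreen streptavidin donor/nickel chelate acceptor beads (10 ug/mL final), 30 min dark, luminescence read.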
RGS4 inh: human RGS4 inhibition; 390,000 tested, 0.039% active; Potency, µM (titrated, usually from 114 µM), inactives show top-dose activity change, negative = inhibition, hits mostly inhibitors; AID 504845; Transcreener GDP fluorescence polarization, RGS4-accelerated GTP hydrolysis; note: % is set by controls: 0 for no effect and ±100 for the full control effect; nearly all actives have a fitted effect of over 75% in size; some results filed as inactive show a strong effect at the top dose
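MLSMR compounds (23 nl, pin-transferred) preincubated 10 min at room temperature with a 500nM (2x) first reagent, then RGS4 at 900nM (2x) plus Transcreener GDP mix added; fluorescence polarization (620/688 nm) read before and after 90 min at 30 °C.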
PGK inhibitor: inhibitors of T. brucei phosphoglycerate kinase; PGK/GAPDH coupled, Kinase-Glo luminescence, 60 min; Potency, µM (titrated, usually from 57.5 µM), without a hit: at the top dose activity change, negative = inhibition, actives largely listed as inhibitors; 380,000 tested, 0.043% active; AID 602233; note: % is set by controls: 0 for no effect and ±100 for the full control effect; nearly all actives have a fitted effect of over 60% in size
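Recombinant glycosomal PGK reaction used 1,3-bisphosphoglycerate generated in-well by GAPDH (100nM final) in 100mM TEA pH 7.6, 5mM MgCl2, 0.01% Tween-20. After 60 minutes at room temperature, ATP was read by Kinase-Glo Plus luminescence end-point.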
ERG Ets-DNA blk: blocks human ERG Ets domain binding to DNA; P11308; fluorescence polarization, His-ERG Ets domain / labelled DNA; Potency, µM (titrated, usually from 76.9 µM), for the others: at the highest dose FP activity, negative = inhibition, most hits filed as inhibitors; 370,000 tested, 0.028% active; AID 624246; active = well fitted inhibition curve with a large enough effect in the polarisation, with a control signal flat; inconclusive = small, poorly fitted or top-dose-only effect, or effect the other way, or a change in a side signal; inactive = no such curve, though single readings can be large or run the other way; the % refers to the polarisation;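 note: polarization taken with two DNA probes labelled with fluorescein and Texas red; % of control where 0% means no effect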
Target sequence (P11308 whole entry, looked up, the tested form may be a part): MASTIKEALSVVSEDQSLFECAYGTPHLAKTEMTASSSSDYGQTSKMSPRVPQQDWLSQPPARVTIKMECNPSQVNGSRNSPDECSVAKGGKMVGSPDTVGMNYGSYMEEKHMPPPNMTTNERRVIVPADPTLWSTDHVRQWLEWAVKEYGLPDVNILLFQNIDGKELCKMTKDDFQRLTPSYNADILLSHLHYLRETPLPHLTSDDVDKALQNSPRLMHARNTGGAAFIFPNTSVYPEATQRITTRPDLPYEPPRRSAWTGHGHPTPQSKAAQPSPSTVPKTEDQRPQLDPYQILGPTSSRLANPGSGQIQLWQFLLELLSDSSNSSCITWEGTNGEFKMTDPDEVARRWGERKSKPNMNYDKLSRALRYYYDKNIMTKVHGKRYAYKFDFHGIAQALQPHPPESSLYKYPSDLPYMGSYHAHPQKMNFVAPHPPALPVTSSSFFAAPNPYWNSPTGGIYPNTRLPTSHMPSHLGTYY
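His-tagged ERG Ets domain (1 uM in the protein solution; 300mM KCl, 50mM Tris-HCl, 1mM EDTA, 1mM DTT, pH 7.5) received compound, then a probe mix of 5 nM fluorescein-DNA and 100nM Texas-615-DNA. Fluorescence polarization was read for both dyes.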
GLS inhibitor: glutaminase GLS (human) inhibition; O94925; GLS enzymatic activity, qHTS titration; Potency, µM (titrated, usually from 45.5 µM), without a hit: at the highest dose activity change, negative = inhibition, hits mostly inhibitors; 410,000 tested, 0.21% active; AID 624170; note: % is set by controls: 0 for no effect and ±100 for the full control effect
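Two-point fluorescence kinetic (t0, 30 min RT) for hKGA; glutamate detected via glutamate oxidase–HRP–Amplex Red. Substrate: 1 mM L-glutamine solution; buffer 45 mM KH2PO4, pH 8.2.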
TrxR1 inh: inhibitors of rat thioredoxin reductase 1; recombinant rTrxR1, NADPH fluorescence consumption, selenite substrate; Potency, µM (titrated, usually from 114 µM), without a hit: top-dose activity change, negative = inhibition, usual class: inhibitors; 390,000 tested, 1% active; note: % is set by controls: 0 for no effect and ±100 for the full control effect; nearly all actives have a fitted effect of over 65% in size
Target sequence (O89049 whole entry, looked up): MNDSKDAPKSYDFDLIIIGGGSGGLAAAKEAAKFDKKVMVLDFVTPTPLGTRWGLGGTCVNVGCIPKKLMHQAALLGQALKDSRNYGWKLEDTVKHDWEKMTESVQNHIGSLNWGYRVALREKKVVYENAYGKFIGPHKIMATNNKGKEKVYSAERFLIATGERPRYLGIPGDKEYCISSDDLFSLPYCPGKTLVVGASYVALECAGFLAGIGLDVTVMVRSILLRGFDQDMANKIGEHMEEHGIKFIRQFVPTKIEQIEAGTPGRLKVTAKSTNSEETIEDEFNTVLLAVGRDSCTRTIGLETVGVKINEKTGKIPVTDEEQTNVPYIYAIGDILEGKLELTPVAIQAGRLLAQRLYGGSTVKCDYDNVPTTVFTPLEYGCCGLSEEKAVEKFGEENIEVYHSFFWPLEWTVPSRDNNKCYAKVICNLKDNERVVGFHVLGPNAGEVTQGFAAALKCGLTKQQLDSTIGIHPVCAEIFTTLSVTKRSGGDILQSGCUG
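Rat TrxR1 (90 nM in the dispensed reagent) was pre-reduced with 400 uM NADPH for 5 min at room temperature, then incubated with compound for 15 min. After 400 uM selenite was added, NADPH fluorescence (Ex 340/Em 450 nm) was followed for 8 min.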
12-LOX inh: ALOX12 (human) lipoxygenase inhibition | purified 12hLO, xylenol orange hydroperoxide absorbance | 580,000 tested, 1.1% active | Potency, µM (top dose mostly 108 µM), without a hit: top-dose activity change, negative = inhibition, usual class: inhibitors | P18054; note: % is set by controls: 0 for no effect and ±100 for the full control effect
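Purified human 12hLO at 150 nM in 25 mM Hepes, 0.01% Triton X-100, pH 7.0, preincubated 15 min at room temperature with compound. Reaction started with 40 uM arachidonic acid, 30 min at room temperature. Hydroperoxide measured by Fe-xylenol orange, 573/405 nm absorbance ratio.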
JMJD2A Tudor inh: inhibitors of human JMJD2A Tudor domain; AID 504339; Potency, µM (highest dose often 114 µM), without a hit: at the top dose activity change, negative = inhibition, hits mostly inhibitors; 390,000 tested, 4.4% active; AlphaScreen JMJD2A-Tudor / H3K4me3 peptide binding; note: % is set by controls: 0 for no effect and ±100 for the full control effect; nearly all actives have a fitted effect of over 50% in size
An asterisk follows results filed as active; i = inactive; ? = inconclusive; · = no result given; [ ] = another dose, or the depositor's remark. Unless noted, calls come from the whole dose curve; as a rule, active = well fitted curve in the direction sought with a large enough effect; inconclusive = small, poorly fitted or top-dose-only effect, or another doubt; inactive = no such curve, though single readings can be large; an effect the other way counts as inactive or inconclusive. Potency is the fitted concentration of half-maximal effect. This is a subset. The share of hits here may be higher or lower than overall.

SMILES	Pin1 inh	HP1b chromo inh	RGS4 inh	PGK inhibitor	ERG Ets-DNA blk	GLS inhibitor	TrxR1 inh	12-LOX inh	JMJD2A Tudor inh
COc1nn(CC(=O)N2N=C(C)CC2(O)C(F)(F)F)cc1[N+](=O)[O-] (stereo unspecified)	5%	25%	16%	-9%	-4%	-2%	9%	1%	-8%
COc1cc(OC)c(OC)cc1/C=N/NC(=O)c1ccc(CSc2nc(C)cc(C)n2)cc1	7%	10%	20%	i	-1%	0%	8%	4%	-8%
Cc1cccc(NC(c2nnc(-c3ccccc3)o2)c2ccc(F)cc2Cl)c1C (stereo unspecified)	2%	-18%	-11%	-7%	-6%	7%	7%[57.1 µM]	-12%	-18%
NC1=NC2(CCCCCC2)n2c(nc3ccccc32)N1	0%	2%	6%	-5%	4%	9%	17%	-6%	-26%
COCCCNC(=O)c1ccc(Cn2c(SCc3ccc(F)cc3)nc3cccnc32)cc1	?	28%	-29%	9%	1%	-9%	-1%	-14%	3%
COC(=O)c1ccc(OC(=O)c2cccnc2)cc1	8%	25%	0%	9%	-2%	9%	16%	-19%	-8%
CCCCCc1ccc(C(=O)CCCC)c(=S)[nH]1	1%	-2%	-3%	0%	10%	0%	-6%	?	?
COc1ccc(C(=O)NC(=S)Nc2ccccc2[N+](=O)[O-])cc1OC	29%	8%	-34%	8%	-1%	0%	-62%	?	-3%
Cc1ccc(C)c(N2CCN(S(=O)(=O)c3ccc4c(c3)OCCO4)CC2)c1	0%	17%	-5%	0%	-7%	0%	-1%	335%[activator]	-18%
COc1ccc(-n2ncc3c2CC(C)(C)CC3NC(=O)c2oc(C)cc2C)cc1 (stereo unspecified)	?	33%	-14%	1%	-9%	-3%	21%	11%	-16%
Cc1ccc(NC(=O)c2ccc(NC(=O)N3CCSc4ncccc43)cc2)c(Cl)c1	4%	3%	-3%	0%	2%	-1%	-2%	?	-12%
COc1cc(C(=O)NC(C)c2cccc3ccccc23)cc(OC)c1OC (stereo unspecified)	1%	34%	12%	-2%	15%	-2%	18%	?	-11%
COc1ccccc1C(=O)n1nc(-c2ccccc2)nc1NCc1ccco1	-2%	18%	2%	-7%	15%	0%	20%	2%	-21%
COc1nc(-c2ccccc2)cc(-c2ccccc2)n1	5%	333%[activator]	-48%	-5%	-4%	-7%	-1%[57.1 µM]	0%	231%[activator]
Cc1ccc(CNC(=O)CSc2cc(C)[nH]c(=O)n2)cc1	19%	20%	-7%	-11%	2%	-20%	19%[57.1 µM]	?	-25%
O=C(Nc1ccc(Br)cc1F)C(NS(=O)(=O)c1cccc2nsnc12)c1ccccc1 (stereo unspecified)	4%	11%	4%	i	-2%	3%	5%	-27%	-30%
CC12CN3CC(C)(CN(C1)C3c1ccc([N+](=O)[O-])o1)C2=O (stereo unspecified)	-1%	58%[activator]	-2%[11.4 µM]	-2%	-1%	5%	5%	4%	9%
Cc1nc2cc(F)ccc2n1C1CCN(C(=O)c2c(F)cccc2F)CC1	8%	39%[activator]	-17%	i	1%	-7%	17%	-18%	-5%
CCOC(=O)c1sc(=NC(=O)c2ccc(C)cc2)n(C)c1C	-9%	24%	17%	2%	-8%	13%	22%[57.1 µM]	218%[activator]	6%
NC(=O)CC(NC(=O)c1cccc(Br)c1)c1ccc(N2CCC(Br)CC2)c([N+](=O)[O-])c1 (stereo unspecified)	-4%	-10%	-3%	-2%	-1%	2%	14%[57.1 µM]	?	-42%

Part of the list above in order of molecular weight, rising:
SMILES	Pin1 inh	HP1b chromo inh	RGS4 inh	PGK inhibitor	ERG Ets-DNA blk	GLS inhibitor	TrxR1 inh	12-LOX inh	JMJD2A Tudor inh
COc1ccc(-n2ncc3c2CC(C)(C)CC3NC(=O)c2oc(C)cc2C)cc1 (stereo unspecified)	?	33%	-14%	1%	-9%	-3%	21%	11%	-16%
COc1cc(OC)c(OC)cc1/C=N/NC(=O)c1ccc(CSc2nc(C)cc(C)n2)cc1	7%	10%	20%	i	-1%	0%	8%	4%	-8%
NC(=O)CC(NC(=O)c1cccc(Br)c1)c1ccc(N2CCC(Br)CC2)c([N+](=O)[O-])c1 (stereo unspecified)	-4%	-10%	-3%	-2%	-1%	2%	14%[57.1 µM]	?	-42%

The list continues:
SMILES	Pin1 inh	HP1b chromo inh	RGS4 inh	PGK inhibitor	ERG Ets-DNA blk	GLS inhibitor	TrxR1 inh	12-LOX inh	JMJD2A Tudor inh
CC1(C)CC(NC(=O)c2sc3cc(Cl)ccc3c2Cl)CC(C)(C)N1	-6%	14%	16%	-12%	4%	-9%	25%[57.1 µM]	?	-29%[57.1 µM]
O=C(NCCc1ccccc1)C(=O)N/N=C/c1ccc2c(c1)OCO2	2%	9%	10%	-8%	-1%	0%	31%[activator]	?	3%
O=c1[nH]c2cc3c(cc2cc1CN(Cc1ccccc1)Cc1nnnn1Cc1ccco1)OCCO3	8%	-20%	?	2%	16%	-10%	18µM*	?	?
COc1ccc(S(=O)(=O)N2CCOCC2)cc1NC(=O)Cn1nnc2ccccc2c1=O	-2%	24%	-15%	-8%	3%	0%	11%[57.1 µM]	7%	-19%
N#Cc1ccc(OCC(=O)N2CCN(S(=O)(=O)c3cccs3)CC2)cc1	-5%	32%	-1%	-5%	10%	-8%	8%	-5%	19%
COc1cc(/C=C/C(=O)OCC(=O)NC(=O)NC(C)C)cc(S(=O)(=O)N2CCc3ccccc32)c1OC	16%	1%	-3%	-6%	2%	5%	20%	-2%	?
CC1CC(C)CN(c2ncnc3c2cnn3-c2ccc(Cl)cc2)C1 (stereo unspecified)	-1%	92%[activator]	-6%	-5%	-2%	0%	14%	-15%	33%
CCCCn1c(N)c(N(CC)C(=O)CSCc2ccc(C)cc2)c(=O)[nH]c1=O	0%	30%[activator]	11%	-7%	-3%	0%	11%	?	8%
CC(C)CC(COCc1ccc([N+](=O)[O-])cc1)N1CCN(C(=O)c2ccc(C(F)(F)F)cc2)CCC1=O (stereo unspecified)	1%	25%	-23%	-4%	-11%	-1%	12%	0%	-20%
N#Cc1c(F)cccc1NCCCn1ccnc1	1%	29%	23%	-11%	-9%	5%	20%	497%[activator]	-15%
Cc1ccc(-c2csc(NC(=S)NC(=O)c3cc4ccccc4o3)n2)cc1	0%	41%[activator]	-3%	5%	5%	-4%	10%	-12%	-2%
COc1ccc(NCc2cc3cc(OC)ccc3[nH]c2=O)cc1	-3%	?	-13%	·	·	-2%	-28%	-10%	?
COc1ccccc1N1CCN(S(=O)(=O)c2ccc3c(c2)NC(=O)C(C)C(=O)N3)CC1 (stereo unspecified)	0%	33%	-4%	i	13%	0%	1%[57.1 µM]	13%	-15%
COc1cc(/C=N/N2CCN(c3ccc(Cl)cc3)CC2)cc(OC)c1OC(C)=O	-11%	9%	7%	-1%	2%	-3%	23%	0%	-6%
O=C(CC1(O)C(=O)Nc2ccccc21)c1ccc(-n2cnnn2)cc1 (stereo unspecified)	-1%	30%	16%	0%	0%	1%	-2%	6%	-11%
COc1ccc2[nH]c3c(c2c1)CCN1C(=O)C(CC(=O)NC/C=C(\C)CCC=C(C)C)C[C@H](C(=O)N2CCOCC2)[C@@]31CCC1CCCC1 (stereo partly specified)	2%	26%	4%	7%	1%	-1%	-2%	109%[activator]	-22%
COc1ccccc1NC(=O)Nc1ccnn1C1CCCCC1	0%	21%	-6%	-2%	-1%	9%	11%[0.457 µM]	0%	1%
COc1ccc(NC(=O)CCCN2C(=O)CCn3nc(-c4cn(C)c5ccccc45)cc32)cc1	-5%	10%[57 µM]	-23%	-4%	-5%	-8%	10%[57.1 µM]	-25%	-22%
COc1ccc(-c2csc(NC(=S)NC(=O)c3ccccc3)n2)cc1Br	0%	0%	-20%	-5%	-8%	4%	-10%[57.1 µM]	?	-19%
Cc1oc(-c2ccccc2F)nc1CS(=O)CC(=O)NCc1ccc(F)cc1 (stereo unspecified)	2%	43%[activator]	-13%	i	6%	-5%	-6%[57.1 µM]	8%	-9%
O=C(C1CCC1)N1CCN(S(=O)(=O)c2cccc(F)c2)CC1	-4%	23%	1%	i	9%	5%	-11%	-4%	-12%
CC(=O)Nc1ccccc1N(CC(O)Cn1c2ccccc2c2ccccc21)S(=O)(=O)c1ccc(C)cc1 (stereo unspecified)	13%	16%	3%	1%	4%	0%	13%[57.1 µM]	-13%	-22%
CS(=O)(=O)N1CCCC(C(=O)N2CCOCC2)C1 (stereo unspecified)	1%	15%	-4%	-11%	·	-2%	3%	8%[57.4 µM]	-6%
CSc1nc(O)c(C2OC(=O)c3ccccc32)c(=O)[nH]1 (stereo unspecified)	-11%	26%	7%	5%	0%	3%	-4%	0%[57.4 µM]	-1%
CC(=O)Nc1ccc(-c2cc(-c3ccccc3)nc(-c3ccccc3)n2)cc1	-1%	21%	-3%	7%	-1%	6%	7%[57.1 µM]	-14%	-9%
Cc1ccc2nc(C)c(C(=O)O)cc2c1	0%	20%	-8%	-3%	-4%	1%	0%	?	2%
COc1ccc(NC(=O)c2c(C)oc3ccc(O)c(CN4CCCCCC4)c23)cc1	1%	24%	-25%	-1%	0%	26%	-12%	-18%	?
CCOc1ccc(OCC)c(NC(=O)Cn2c(C)nc3ccccc3c2=O)c1	0%	30%	-5%	-6%	13%	-7%	4%[57.1 µM]	3%	6%
Cc1ccc(C(=O)COC(=O)CNC(=O)c2ccccc2)s1	?	24%	6%	7%	1%	0%	-7%	-15%	-15%
O=C(O)c1ccc(/C=C2\SC(=S)N(Nc3ccccc3)C2=O)cc1	3%	-5%	?	-3%	8%	-12%	50µM*	-21%	-23%

Compound activity as filed in PubChem.
